Assay outcomes deposited in PubChem by National Center for Advancing Translational Sciences (NCATS).
FEN1 inhibitor: inhibitors of human flap endonuclease 1; actives 0.35% (n = 390,000); AID 588795; Recombinant FEN1 flap cleavage, fluorescence, 15 min; Potency, µM (top dose mostly 114 µM), for inactives: at the top dose activity change, negative = inhibition, actives largely listed as inhibitors; P39748; further: nearly all actives have a fitted effect of over 65% in size
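Reaction started by adding substrate (50 nM final) to 10 nM enzyme after 15 min room-temperature compound preincubation. Reads at 0 and 15 min, with data normalized and fitted to a four-parameter Hill equation.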
GCN5L2 inh: inhibitors of human GCN5L2 histone acetyltransferase. actives 0.21% (n = 390,000). Q92830. GCN5L2 HAT assay, ThioGlo1 CoA-SH fluorescence. Potency, µM (top dose mostly 58.9 µM), inactives show at the top dose activity change, negative = inhibition, usual class: inhibitors
Target sequence (Q92830 whole entry, looked up): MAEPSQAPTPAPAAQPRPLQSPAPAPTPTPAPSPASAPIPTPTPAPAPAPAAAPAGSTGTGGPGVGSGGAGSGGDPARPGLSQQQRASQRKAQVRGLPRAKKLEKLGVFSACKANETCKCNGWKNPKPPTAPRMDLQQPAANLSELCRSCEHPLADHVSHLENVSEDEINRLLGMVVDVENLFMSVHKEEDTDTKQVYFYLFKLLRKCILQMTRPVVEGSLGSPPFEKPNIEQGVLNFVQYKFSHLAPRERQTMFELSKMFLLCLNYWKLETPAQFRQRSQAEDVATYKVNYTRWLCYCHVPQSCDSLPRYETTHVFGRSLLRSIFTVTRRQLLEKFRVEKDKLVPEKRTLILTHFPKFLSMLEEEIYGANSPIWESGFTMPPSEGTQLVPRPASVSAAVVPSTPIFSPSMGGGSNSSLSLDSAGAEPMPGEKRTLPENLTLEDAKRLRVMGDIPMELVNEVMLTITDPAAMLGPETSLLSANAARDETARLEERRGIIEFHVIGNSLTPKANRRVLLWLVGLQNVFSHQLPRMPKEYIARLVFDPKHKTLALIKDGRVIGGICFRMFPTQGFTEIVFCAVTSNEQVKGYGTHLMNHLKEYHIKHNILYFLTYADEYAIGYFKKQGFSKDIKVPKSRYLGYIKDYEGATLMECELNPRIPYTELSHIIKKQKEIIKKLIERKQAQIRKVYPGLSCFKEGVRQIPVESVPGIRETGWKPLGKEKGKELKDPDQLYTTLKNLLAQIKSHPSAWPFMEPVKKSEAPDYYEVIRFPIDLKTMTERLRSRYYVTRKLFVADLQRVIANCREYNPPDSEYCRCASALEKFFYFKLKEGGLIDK
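Compounds, pin-transferred from DMSO stocks, meet 20nM GCN5L2 for 15 min before the reaction begins with H3(1-25) peptide (75uM) and acetyl-CoA (70uM). Thiol-reactive ThioGlo1 reports CoA release over 20 min at room temperature.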
TDP1 cell CPT: growth inhibition of DT40 Tdp1-/-;hTDP1 cells with camptothecin (screen for TDP1 inhibitors); chicken DT40 Tdp1-/-;hTDP1 cells + 20 nM CPT, ATP luminescence, 48 h; Potency, µM (series often up to 46.2 µM), inactives show at the highest dose activity change, negative = growth inhibition, actives largely listed as inhibitors; actives 12% (n = 420,000); further: nearly all actives have a fitted effect of over 55% in size
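Chicken DT40 Tdp1-/- cells complemented with human TDP1, 400 cells/well, exposed to compounds plus 20 nM camptothecin for at least 48 h at 37 C; viability read as ATP content by CellTiter-Glo luminescence.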
An asterisk follows results filed as active; ? = inconclusive; nt = no result given; & = joins results of further samples. The call rests on the fitted dose curve; in most records, active means well fitted curve in the direction sought with a large enough effect; inconclusive means small, poorly fitted or top-dose-only effect, or another doubt; inactive means no such curve, though single readings can be large; an effect the other way counts as inactive or inconclusive. On the % scale 0 is the no-effect control and ±100 the full control effect; potency means the concentration at half of the fitted maximal effect. Some of the compounds tested (hit frequency here may not be typical).

Fields: GCN5L2 inh	TDP1 cell CPT	FEN1 inhibitor
> Cc1nn(-c2ccccc2)c2[nH]c(=O)c(CNCc3ccc4c(c3)OCO4)cc12
    0.8%	18.4µM*	3.2%
> COc1c(Cl)cnn(-c2ccccc2)c1=O
    1.7%	7.4%	-1.6%
> O=C1NC2(CCCC2)Oc2ccccc21
    -1.5%	8.2%	0.0%
> Cc1cccc(CSc2nnc(-c3ccccn3)n2N)c1
    -3.3%	?	9.4%
> CC(C)S(=O)(=O)c1cnc(-c2ccccn2)nc1N
    0.1%	5.2%	-5.7%
> O=C(Nc1ccc(C(=O)N2CCCC2)cc1)c1ccccc1
    nt	?	-2.4%
> Cc1ccnn1-c1ccc(C(=O)NCC(c2ccco2)N2CCCC2)cc1 (stereo unspecified)
    2.0%	-24.0%	0.2%
> CCOC(=O)c1ccc(NC(=O)CN2C(=O)CNC2=O)cc1
    0.9%	-21.7%	-8.0%
> CC(C)Cc1cc(C(=O)Nc2cccnc2)no1
    -5.9%	-11.3%	-14.7%
> CCN(CC)S(=O)(=O)c1ccc(C)c(NC(=O)/C=C/c2cccs2)c1
    -7.9%	20.6µM*	6.1%
> Cc1cccc(C)c1NC(=O)COC(=O)CCC(=O)c1cccs1
    -3.3%	9.9%	0.6%
> O=C(C[n+]1cccc(O)c1)NCc1ccc(Cl)cc1
    -19.8%	15.3%	3.8%
> CCCc1nnc(NC(=O)Cc2coc3ccc(C(C)C)cc23)s1
    -6.0%	?	-3.7%
> COc1ccccc1CN1CC(C(=O)NCc2ccc(C)c(F)c2)CCC1=O (stereo unspecified)
    -4.5%	-19.7%	-4.9%
> COc1cc(C(=O)OCC(=O)NC(N)=O)cc(CN2C(=O)c3ccccc3C2=O)c1OC
    28.9%	-5.0%	5.9%
> CC(C)Oc1cccc(C(=O)C2CCCN(C(=O)c3ccnn3C)C2)c1 (stereo unspecified)
    4.2%	?	-0.9%
> COC(=O)C1CN(C(=O)COc2ccc(C)cc2)c2ccccc2O1 (stereo unspecified)
    23.4%	5.6%	-9.0%
> CCn1c2ccccc2c2cc(NC(=O)c3cccc(OC)c3OC)ccc21
    ?	8.2µM*	-9.2%
> COc1ccc(C(=O)NCc2ccccc2C)cc1S(=O)(=O)NC1CCCC1
    -4.6%	-4.8%	3.6%
> Cc1ccc(SCC(=O)NCCC2=CCCCC2)cc1
    -8.9%	?	-12.9%

Copied from above, two compounds:
Fields: GCN5L2 inh	TDP1 cell CPT	FEN1 inhibitor
> COc1ccc(C(=O)NCc2ccccc2C)cc1S(=O)(=O)NC1CCCC1
    -4.6%	-4.8%	3.6%
> Cc1ccc(SCC(=O)NCCC2=CCCCC2)cc1
    -8.9%	?	-12.9%

Later entries:
Fields: GCN5L2 inh	TDP1 cell CPT	FEN1 inhibitor
> COc1ccc(-c2ccnc(SCC(=O)N3CCN(c4ccccc4)CC3)n2)cc1
    -0.3%	-4.7%	-3.5%
> O=C(O)c1ccc(CSc2nnc(-c3ccccc3)n2-c2ccccc2)cc1
    1.2%	-6.4%	-4.6%
> [O-]/[N+](=C\c1ccccc1)c1ccc(Br)cc1
    -4.9%	?	?
> N#CC1(NC(=O)CN2C(=O)NC(c3ccccc3)(c3ccccc3)C2=O)CCCC1
    -3.5%	4.6%	-18.5%
> CCCN1C2CCCC1CC(NC(=O)c1ccc(Br)cc1)C2 (stereo unspecified)
    -2.8%	4.3%	2.5%
> Cn1c(SCC(N)=O)nnc1-c1cnccn1
    2.8%	1.3%	-0.8%
> CCC(=O)c1ccc2ncccc2c1
    -0.9%	-16.2%	19.8%
> CN1CCN(C(=O)CN(C2CCCCC2)S(=O)(=O)c2ccc(Br)cc2)CC1
    -2.1%	-4.5%	-0.3%
> Cc1cc(C)c(S(=O)(=O)Nc2c(C)[nH]c(=O)[nH]c2=O)c(C)c1
    -3.9%	16.4µM*	-1.5%
> CCOc1cccc2c1OC1(C)CC2NC(=O)N1c1cccc(C(=O)NCc2ccccn2)c1 (stereo unspecified)
    -1.3%	-13.7%	8.0%
> CCN(C(=S)Nc1ccc(Oc2ccccc2)cc1)c1ccccc1
    -2.0%	-6.0%	-4.2%
> O=C(COC(=O)COc1ccccc1)Nc1ncc(Cl)cc1Cl
    -0.2%	-8.6%	1.8%
> C=CCc1cc(C)ccc1OCCOCCn1ccnc1
    1.0%	?	5.1%
> CS(=O)(=O)N1CCc2cc(C(=O)Nc3ccc(Br)cc3)ccc21
    -6.1%	-8.3%	4.8%
> Clc1ccc(-n2nnc(-c3cccnc3Cl)n2)cn1
    8.6%	?	2.3%
> Cc1ccc(-n2nc3c(c2NC(=O)c2ccco2)CS(=O)C3)cc1 (stereo unspecified)
    -2.6%	?	8.2%
> CCC1(c2ccc(F)cc2)NC(=O)N(CC(=O)NC2CC2)C1=O (stereo unspecified)
    -0.3%	13.9%	-9.1%
> O=C(Nc1ccccc1C(F)(F)F)c1cccnc1
    -0.7%	1.0%	4.5%
> CCSc1nnc(NC(=O)c2cccc(S(=O)(=O)N(C)c3ccc(C)cc3)c2)s1
    -6.1%	1.3%	-9.9%
> Cc1cccc(OCC(=O)Nc2nc(-c3ccncc3)cs2)c1
    -1.4%	-27.7%	18.1%
> CCCC(=O)Nc1ccc(-c2nc3cc(C)c(C)cc3o2)cc1
    -4.1%	2.9%	-9.7%
> O=C(O)CC(c1cccc2ccccc12)n1cccc1 (stereo unspecified)
    0.2%	-3.2%	-3.2%
> CCN1C(=O)CC(C(C)C)N(C2CCCC2)c2nc(Nc3ccc(C(=O)NC4CCN(C)CC4)cc3OC)ncc21 (stereo unspecified)
    nt	?	-27.7%
> O=C1/C(=C/c2ccc3c(c2)OCO3)CCC/C1=C\c1ccc2c(c1)OCO2
    -3.7%	-23.1%	0.4%
> CCN(CC)CC(=O)Nc1ccc(C)cc1C(=O)c1ccccc1
    3.8%	-19.6%	-8.5%
> Cc1ccc(NC(=S)NC(=O)Cc2ccccc2)c(O)c1
    2.2%	?	-2.0%
> CCOc1cc(C)c(C(C)C)cc1S(=O)(=O)n1ccc(C)n1
    -0.2%	?	11.3%
> CCOc1cc(/C=C/c2nc3cc(C)c(C)cc3s2)ccc1OCC(=O)N1CCOCC1
    -13.2%	?	3.2%
> CCS(=O)(=O)c1nc(S(=O)(=O)c2ccc(C)cc2)c(NCCCn2ccnc2)s1
    -2.3%	-0.2%	0.1%
> COc1ccc(NC(=O)CCNS(=O)(=O)c2ccc(Br)s2)cc1
    0.6%	1.5%	0.5%
> CCSC1=NCCN1C(=O)c1ccc(S(=O)(=O)N(CC)CC)cc1
    -6.2%	10.0%	0.7%
> CN1CCN(C2=C(NS(=O)(=O)c3cccs3)C(=O)c3ccccc3C2=O)CC1
    1.8%	16.4µM*	-3.6%
> CCNC(=O)C(=O)N/N=C/c1cc([N+](=O)[O-])ccc1O
    -12.9%	14.6µM*	5.0%
> O=C(c1cccc(F)c1)N1CCN(Cc2ccc3c(c2)OCO3)CC1
    -3.1%	8.6%	-4.4%
> Cc1cc(C)c(NS(=O)(=O)c2ccc(-c3cnc(C4CC4)o3)cc2)c(C)c1
    -0.8%	0.581µM*	-6.4%
> CCOc1[nH]n(-c2ccccc2)c(=O)c1C=NCc1ccncc1
    -2.7%	-4.4%	-1.5%
> CCC1CCCCN1CCCNC(=O)c1ccc2c(c1)c(C)c(C)n2CC (stereo unspecified)
    -2.5%&-2.3%	?	-1.7%&-3.7%
> CC(=O)/C(C#N)=C1\NC(=O)C(Cc2ccccc2Cl)S1 (stereo unspecified)
    -1.6%	?	-11.6%
> Cc1ccc2nc(/C(C#N)=C\c3cc(O)ccc3[N+](=O)[O-])[nH]c2c1
    -12.5%	-7.5%	-1.9%
> CC(O)CSc1nc2c(c(=O)n(C)c(=O)n2C)n1CCCc1ccccc1 (stereo unspecified)
    -12.8%	?	11.6%
> COc1ccc(CCNC(=O)CCCn2c(=O)c3cccn3c3cccnc32)cc1OC
    -2.6%	?	-5.3%
> COc1ccc(OCC(O)CNC(=O)Nc2ccccc2)cc1 (stereo unspecified)
    -23.5%	0.8%	-5.6%
> CN1CCN(c2nc(-c3ccoc3)nc3ccccc23)CC1
    -4.8%	2.9%	nt
> Cc1csc(NC(=O)C2CCCN(S(=O)(=O)c3cccnc3)C2)n1 (stereo unspecified)
    -4.7%	-24.5%	-10.8%
> O=C(Nc1nnc(-c2ccc(Br)cc2)o1)C1=COCCO1
    -3.1%	-28.1%	-2.4%
> CCOC(=O)c1oc2ccccc2c1NC(=O)C(C)(C)C
    -3.9%	1.0%	-15.6%
> CCOC(=O)Cn1c(=O)n(C2CCCCC2)c2nc(-c3ccc(OCC)cc3)nc(C(N)=O)c21
    0.3%	nt	17.4%
> C=C(C)C1CC=C(C)/C(=N/NC(=O)CCCNc2cccc(C)c2)C1 (stereo unspecified)
    -0.4%	3.7%	0.6%
> CC1=CC(C)(C)N(C(=O)CNC2CCCCC2)c2cc(C)ccc21
    -5.8%	?	-2.5%
> CCSc1ncc(Cl)c(C(=O)Nc2ccccc2C)n1
    2.2%	-11.1%	12.7%

Complete entries, quoted from the list. Order of values: GCN5L2 inh, TDP1 cell CPT, FEN1 inhibitor
CCSc1ncc(Cl)c(C(=O)Nc2ccccc2C)n1 reads 2.2%, -11.1%, 12.7%
COc1ccc(CCNC(=O)CCCn2c(=O)c3cccn3c3cccnc32)cc1OC reads -2.6%, ?, -5.3%
C=C(C)C1CC=C(C)/C(=N/NC(=O)CCCNc2cccc(C)c2)C1 (stereo unspecified) reads -0.4%, 3.7%, 0.6%
COc1ccc(OCC(O)CNC(=O)Nc2ccccc2)cc1 (stereo unspecified) reads -23.5%, 0.8%, -5.6%
O=C(Nc1nnc(-c2ccc(Br)cc2)o1)C1=COCCO1 reads -3.1%, -28.1%, -2.4%

Other structures follow.
Fields: GCN5L2 inh	TDP1 cell CPT	FEN1 inhibitor
> CC(Sc1nncs1)C(=O)Nc1ccc(Cl)cn1 (stereo unspecified)
    -0.8%	-10.5%	0.6%
> O=C(CN1C(=O)CSC1=O)NCc1ccccc1
    -3.7%	3.3%	7.9%
> CCn1c(=O)c2cc(C(=O)NC3CCC(C)CC3)sc2c2ccccc21 (stereo unspecified)
    -8.0%	16.4µM*	-2.8%
> O=C(CC1Sc2ccccc2NC1=O)NNc1ccc(F)cc1 (stereo unspecified)
    nt	-15.6%	11.6%
> CCOc1ccc(NC(=O)c2cc(Cl)nc3ccccc23)cc1
    -13.0%	?	-2.6%
> COc1ccc(NC(=O)CSc2nc(-c3ccc(OC)cc3)cc(=O)[nH]2)cc1
    -2.6%	-9.4%	6.8%
> CC(C(=O)NCCC1=CCCCC1)N1C(=O)c2ccccc2C1=O (stereo unspecified)
    -22.1%	-26.7%	-13.0%
> S=C(Nc1ccc2c(c1)OCO2)N1CCCC1
    -3.8%	-4.5%	11.1%
> CN(C)S(=O)(=O)Oc1cccc(C(=O)Nc2ccc([N+](=O)[O-])cc2)c1
    -2.0%	?	-0.7%
> CCCN(CC(=O)Nc1ccccc1OC)C(=O)c1cccc(S(=O)(=O)NCc2ccccc2)c1
    -9.4%	7.4%	-12.0%
> CC(c1ccco1)N(C(=O)c1ccc(F)cc1)c1ccccn1 (stereo unspecified)
    -0.5%	-10.0%	0.0%
> CCNCc1ccccc1OCc1ccccc1
    0.4%	-24.4%	-16.9%
> O=C(CCn1c(=O)oc2ccccc21)Nc1ccc(C(=O)O)cc1
    -6.4%	3.0%	8.5%
> CCC(C)NC(=O)Cn1c(=O)n(-c2ccc(C)cc2)c(=O)c2ccccc21 (stereo unspecified)
    -6.8%	-4.1%	-5.2%
> CC(C)CCN1CCN(Cc2nc3c(s2)CCCC3)CC1CCO (stereo unspecified)
    -1.4%	-19.1%	9.5%
> COc1cccc(CC(=O)Nc2ccc(S(=O)(=O)Nc3nccs3)cc2)c1
    -4.8%	3.0%	4.6%
> CCCCC(=O)N1CC(=O)Nc2ccc(F)cc2C1c1ccccc1 (stereo unspecified)
    17.3%	3.0%	-0.2%
> COc1ccc(NCc2n[nH]c(=O)c3ccccc23)cc1
    1.1%	?	2.0%
> CCc1cccc(NC(=O)CCCSc2nc3ccccc3[nH]2)c1
    -2.9%	-5.8%	-4.3%
> CCN(CC)C(=O)c1nc[nH]c1C(=O)N(C)Cc1ccccc1
    -5.1%	4.6%	0.0%
> COc1ccc(OC)c(S(=O)(=O)N(C)CC(=O)Nc2ccccc2OC)c1
    nt	-5.8%	-3.1%
